Bioassay records from PubChem.
AmpC inh detg = qHTS Inhibitors of AmpC Beta-Lactamase (assay with detergent); Potency, µM (doses to about 114 µM), inactives show top-dose activity change, negative = inhibition, usual class: inhibitors; AmpC hydrolysis of nitrocefin, absorbance 480 nm, 0.01% Triton; AID 485294, 2010; actives 0.041% (n = 370,000);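 further: potency means the concentration at half of the fitted maximal effect; 0% = no-compound wells and -100% = no-enzyme wells; nearly all actives have a fitted effect of over 25% in size; some results filed as inactive show a strong effect at the top dose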
Target sequence (P00811 whole entry, looked up): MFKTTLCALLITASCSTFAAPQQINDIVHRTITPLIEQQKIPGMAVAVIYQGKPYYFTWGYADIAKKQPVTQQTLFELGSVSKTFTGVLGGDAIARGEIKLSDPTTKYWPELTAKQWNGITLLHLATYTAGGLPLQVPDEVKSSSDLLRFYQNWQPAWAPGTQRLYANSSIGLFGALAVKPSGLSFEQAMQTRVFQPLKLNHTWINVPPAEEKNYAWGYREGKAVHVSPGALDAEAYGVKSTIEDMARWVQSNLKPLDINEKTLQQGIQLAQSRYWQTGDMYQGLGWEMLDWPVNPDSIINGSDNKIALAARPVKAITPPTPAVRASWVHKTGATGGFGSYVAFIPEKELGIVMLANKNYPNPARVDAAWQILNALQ
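20 mM phosphate pH 7.0 + 0.01% (detergent screen) or 0.0001% Triton X-100; 5.3 nM AmpC reagent; cpd preinc 15 min RT; nitrocefin (800 uM stock) to start; A480 q20 s × 4 min; Activity was normalised to no-enzyme and no-compound control wells.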
LmPK inh = qHTS Assay for Inhibitors of Leishmania Mexicana Pyruvate Kinase (LmPK); purified LmPK, Kinase-Glo ATP luminescence, 1 h; Potency, µM (titrated, usually from 57.5 µM), for the others: at the top dose activity change, negative = inhibition, hits mostly inhibitors; actives 0.37% (n = 290,000); further: potency means the concentration at half of the fitted maximal effect
Target sequence (Q27686 whole entry, looked up): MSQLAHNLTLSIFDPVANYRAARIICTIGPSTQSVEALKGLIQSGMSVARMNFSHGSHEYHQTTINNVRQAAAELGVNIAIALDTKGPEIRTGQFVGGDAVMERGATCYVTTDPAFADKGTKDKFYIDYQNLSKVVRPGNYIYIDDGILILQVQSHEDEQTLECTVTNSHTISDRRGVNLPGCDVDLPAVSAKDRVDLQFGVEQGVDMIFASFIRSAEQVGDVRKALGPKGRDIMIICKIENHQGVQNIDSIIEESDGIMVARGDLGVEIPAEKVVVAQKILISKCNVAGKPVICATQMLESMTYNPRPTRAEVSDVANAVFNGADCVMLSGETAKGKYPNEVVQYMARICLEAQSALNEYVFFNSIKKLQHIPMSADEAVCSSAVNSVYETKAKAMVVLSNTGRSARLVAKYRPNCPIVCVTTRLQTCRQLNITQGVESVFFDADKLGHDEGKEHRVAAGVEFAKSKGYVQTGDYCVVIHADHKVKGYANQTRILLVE
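Kinase-Glo luminescence read after 1 h RT reaction of 0.1 nM LmPK with 0.5 mM PEP and 0.1 mM ADP. Activity scaled between uninhibited and enzyme-free controls.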
AMA1-RON2 inh = qHTS for Inhibitors of AMA1-RON; Towards Development of Antimalarial Drug Lead: Primary Screen | actives 0.2% (n = 360,000) | Potency, µM (series often up to 58.2 µM), for inactives: at the highest dose activity change, negative = inhibition, actives largely listed as inhibitors | AlphaScreen AMA1-biotinylated RON2 peptide binding | Plasmodium falciparum AMA1 (3D7) - RON2 peptide interaction;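 further: potency means the concentration at half of the fitted maximal effect; 0% = vehicle wells and -100% = peptide control; nearly all actives have a fitted effect of over 45% in size; some results filed as inactive show a strong effect at the top dose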
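AMA1 (3D7) with his tag at 25 nM final met compounds first, then biotinylated RON2 peptide at 25 nM; detection used donor plus acceptor beads, 10 µg/mL apiece, read by AlphaScreen after 30 min at room temperature.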
HCMV inh = qHTS Assay for inhibitors of the human cytomegalovirus (HCMV); actives 4.5% (n = 410,000); HFF cells, HCMV-luciferase reporter, 72 h; active compounds read low; activity change, negative = inhibition, % at 57.5 µM; in the data active means activity change below about -60%; inconclusive means no clear call, values can overlap the other calls; inactive means above about -39%
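Two compound doses tested in HFFs infected with HCMV-luciferase, MOI 1 PFU/cell, 72 h at 37C. Lysate luminescence read with OneGlo; data normalized against buffer-only and 10uM Salinomycin inhibitor controls.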
TbPYK inhibitor = qHTS of Trypanosoma Brucei Inhibitors; pyruvate kinase (Trypanosoma brucei), Q57TT1; TbPYK enzyme, Kinase-Glo Plus ATP luminescence, 45 min; Potency, µM (titrated, usually from 76.8 µM), without a hit: at the highest dose activity, negative = inhibition, actives largely listed as inhibitors; actives 0.12% (n = 410,000); further: potency means the concentration at half of the fitted maximal effect; nearly all actives have a fitted effect of over 50% in size
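T. brucei PYK with substrate was exposed to pin-transferred compounds across a concentration series, then started with 130 uM ADP (final). After 45 min at room temperature, Kinase-Glo Plus luminescence was read, normalized and curve-fitted.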
HCV inhibitor = qHTS Assay for Inhibitors of Hepatitis C Virus (HCV); Huh7.5.1 HCVcc-Cre infection, luciferase reporter, 44 h; Potency, µM (titrated, usually from 41.8 µM), without a hit: top-dose activity change, negative = inhibition, usual class: inhibitors; actives 3.4% (n = 340,000); further: potency means the concentration at half of the fitted maximal effect
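Seed cells (1,000/well) for 4 h; treat with compound and infect with HCVcc-Cre, moi about 0.5. Incubate 44 h, then detect luciferase activity.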
AmpC inh no detg = qHTS Inhibitors of AmpC Beta-Lactamase (assay without detergent); actives 0.52% (n = 330,000); AmpC nitrocefin hydrolysis, absorbance 480 nm, 0.0001% Triton; Potency, µM (top dose mostly 57.1 µM), without a hit: top-dose activity change, negative = inhibition, hits mostly inhibitors;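 further: potency means the concentration at half of the fitted maximal effect; plate controls were no compound for no effect and no enzyme for full effect; nearly all actives have a fitted effect of over 20% in size; some results filed as inactive show a strong effect at the top dose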
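20 mM phosphate pH 7.0 + 0.01% (detergent screen) or 0.0001% Triton X-100; 5.3 nM AmpC reagent; cpd preinc 15 min RT; nitrocefin (800 uM stock) to start; A480 q20 s × 4 min; Activity was normalised to no-enzyme and no-compound control wells.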
Numbers without * were called inactive; ? = inconclusive; . = not tested or not shown; & = joins results of further samples; [ ] = dose if it differs, or a comment. Unless noted, the call rests on the fitted dose curve; in most records, active means well fitted curve in the direction sought with a large enough effect; inconclusive means small, poorly fitted or top-dose-only effect, or another doubt; inactive means no such curve, though single readings can be large; an effect the other way counts as inactive or inconclusive. Unless noted, on the % scale 0 is the no-effect control and ±100 the full control effect. Random draw from the library. Share with any hit: about 7.5%.

Sample of the layout:
SMILES	AmpC inh detg	LmPK inh	AMA1-RON2 inh	HCMV inh	TbPYK inhibitor	HCV inhibitor	AmpC inh no detg
CCCc1cc(=O)[nH]c(SCC(=O)N2N=C(c3ccc(Cl)cc3)CC2c2ccco2)n1 (stereo not drawn)	-1%	3%	-16%	-7	-8%	15%	-15%
C=CCN(Cc1nc(-c2ccc(OC)c(OC)c2)oc1C)C1CCS(=O)(=O)C1 (stereo not drawn)	2%	-9%	-1%	?	7%	-13%	24%
CCOC(=O)c1cc2c(c(CCO)n1)[C@H](CCO)N(S(=O)(=O)C(C)(C)C)C2	.	.	7%	10	4%	10%	.

Main list, previewed entries included:
SMILES	AmpC inh detg	LmPK inh	AMA1-RON2 inh	HCMV inh	TbPYK inhibitor	HCV inhibitor	AmpC inh no detg
CCCc1cc(=O)[nH]c(SCC(=O)N2N=C(c3ccc(Cl)cc3)CC2c2ccco2)n1 (stereo not drawn)	-1%	3%	-16%	-7	-8%	15%	-15%
C=CCN(Cc1nc(-c2ccc(OC)c(OC)c2)oc1C)C1CCS(=O)(=O)C1 (stereo not drawn)	2%	-9%	-1%	?	7%	-13%	24%
CCOC(=O)c1cc2c(c(CCO)n1)[C@H](CCO)N(S(=O)(=O)C(C)(C)C)C2	.	.	7%	10	4%	10%	.
COc1ccc(OC)c(N(CC(=O)N2CCCCC2)S(=O)(=O)c2ccc(OC)c(OC)c2)c1	1%	1%	24%	44	0%	10%	73%[activator]
CC(=O)Nc1ccc(OCC(=O)NCc2ccccc2)cc1	3%	-6%	4%	11	-4%	11%	10%
[O-]/C(=C(\C(=S)Nc1ccc(SC(F)F)cc1)[n+]1ccccc1)c1cc(Cl)ccc1Cl	16%	-3%	-25%	-61*	-9%	?	-22%
COc1ccc(OC)c(CN2C(=O)CCC2(C)c2nnnn2Cc2ccccc2)c1 (stereo not drawn)	.	.	-5%	16	-13%	.	.
COc1ccc(-c2ccc(C(=O)Nc3cc(OC)c(OC)c(OC)c3)c3occc23)c(C)c1	.	.	-15%	12	6%	.	.
O=C(COc1cccc(NC(=O)c2ccccc2)c1)c1ccc(F)cc1	?	3%	-4%	?	1%	?	-26%
Cc1ccc(NC(=S)NCCc2ccc(S(N)(=O)=O)cc2)c(C)c1	.	.	-24%	-22	-2%	-11%	.
O=C(c1ccc(=O)[nH]c1)N(Cc1ccco1)C1(C(=O)NC2CCCCC2)CCCCC1	-2%	2%	-17%	53	0%	?	-6%
COc1ccc(C(=O)CCN2CCN(c3ccc(OC)cc3)CC2)cc1	2%	-7%	-28%	-36	6%	24%	3%
NC(=O)C1CCN(C(=O)CSc2nc3c(c(-c4ccccc4)n2)CCCC3)CC1	4%	2%	7%	-24	-2%	-4%	-14%
Oc1ccc(Cl)cc1N=Cc1sc2ccccc2c1Cl	?	3%	12%	?	-7%	-29%	-58%
O=C(CSc1nnc2ccc(-c3ccncc3)nn12)c1cccs1	-1%	-2%[11.5 µM]	3%	-10	-10%	9%	-43%
CCOc1cnc(C(=O)NNC(=O)C(Br)C(C)C)o1 (stereo not drawn)	5%	-1%	74%[activator]	74	-3%	-1%	-8%
CCOc1ccc(N(CC(=O)NC(C)(C)C)C(=O)CCC(=O)Nc2nccs2)cc1	5%	4%	6%	28	-10%	10%	40%
NC(=S)Nc1cccc2[nH]ncc12	-5%	0%	8%	39	-3%	24%	9%
COc1ccc(-c2noc3c2-c2nc(C(C)C)sc2CC3)cc1	.	.	31%[activator]	27	4%	-6%	.
CC1CCCC(C)N1C(=O)COC(=O)C12CC3CC(CC(Cl)(C3)C1)C2 (stereo not drawn)	-15%	.	2%	-63*	5%	-7%	33%
Cc1nnc(NC(=O)c2cccc(S(=O)(=O)N3CCCC3)c2)s1	1%	1%	-2%	-2	0%	25%	-12%
CCC(=O)Nc1ccccc1C(=O)C(=O)Nc1ccccc1	-12%	-3%	-4%	38	2%	4%	-21%
CC(Nc1cc(N2CCN(S(C)(=O)=O)CC2)ccc1[N+](=O)[O-])c1ccccc1 (stereo not drawn)	-13%	2%	-11%[2.32 µM]	-36	0%	?	-8%
COc1ccccc1S(=O)(=O)N(C)C[C@H]1OCc2cnnn2CCCC(=O)N([C@@H](C)CO)C[C@H]1C	.	.	8%	2	-8%	.	.
COc1cccc(NC(=O)c2oc3ccccc3c2NC(=O)c2cc3ccccc3o2)c1	9%	.	.	20	2%	.	.

Other records follow.
SMILES	AmpC inh detg	LmPK inh	AMA1-RON2 inh	HCMV inh	TbPYK inhibitor	HCV inhibitor	AmpC inh no detg
Cc1ccc(-n2ncc(C(=O)Nc3ccc4c(c3)OCO4)c2C2CCN(C(=O)OC(C)(C)C)CC2)cc1	23%	.	.	0	-11%[15.4 µM]	.	.
Cc1cc(SCC(=O)Nc2ccc(O)cc2)n2ncc(-c3ccccc3)c2n1	5%	10%	-14%	-10	4%	?	-37%
CCOC(=O)[C@]12CCCC=C1N(Cc1cccc3ccccc13)C(=O)[C@H](CC(=O)N1CCSCC1)C2	.	.	-23%	-16	-4%	.	.
N#C/C(C(=O)NCc1ccccc1)=C1/SC(Cc2ccc(Cl)cc2)C(=O)N1c1ccccc1 (stereo not drawn)	-5%	4%	-12%	18	3%	15%	-45%
CCC12CN3CCN(CC(C3)/C1=N/NC(N)=O)C2	-14%	3%	-18%	-35	-17%	7%	-13%
O=C(NC1CCN(Cc2ccccc2)CC1)c1cccc(NS(=O)(=O)c2ccc(Br)cc2)c1	.	.	-17%	?	1%	11µM*	.
COc1ccc(OC)c(NC(=O)Cn2c(=O)n(CC3CCCO3)c(=O)c3cc(OC)c(OC)cc32)c1 (stereo not drawn)	2%&11%	2%	-4%	4&15	2%&-7%	5%	179%[activator]
O=C(CSc1nc2[nH]ncc2c(=O)[nH]1)Nc1ccc(Cl)c(Cl)c1	?	.	40%[activator]	-36	-2%	-10%	-32%
Cc1ccc(-c2nc3cc(N)ccc3o2)c(C)c1	0%	-6%	2%	101	5%	?	28%
O=C(COc1ccc(Cl)cc1)N1CCN(c2ncccn2)CC1	?	1%	-5%	?	-5%	15%	-18%
CCSc1nc(=O)n(-c2ccccc2)c(C)c1C(C)=O	-2%	-9%	14%	25	3%	4%	?
O=C(CCc1nnc2ccc(NCc3ccc(Cl)cc3)nn12)NC1CCCCC1	5%	-4%	-7%	-32	0%	-26%	20%
Cc1ccc2nc(-c3ccc(F)cc3)c(NC(C)(C)CC(C)(C)C)n2c1	-1%	.	.	0	4%	.	.
Cc1ccccc1NC(=O)Cc1nc(COC(=O)C(C)(C)Oc2ccc(Cl)cc2)cs1	.	.	15%	?	-7%	.	.
Cc1c(C(=O)NCCc2ccccc2)oc2ccc(S(=O)(=O)N3CCC4(CC3)OCCO4)cc12	-2%	0%	-7%	-15	-7%	11µM*	117%[activator]
CC1=CC(C)C2C(=O)N(CCC[N+](C)(C)C)C(=O)C2C1 (stereo not drawn)	-3%	0%	6%	-28	-12%	10%	2%
CCOC(=O)c1c(NC(=O)C(F)(OC)C(F)(F)F)sc2c1CCN(C)C2 (stereo not drawn)	-13%	1%	95%[activator]	28	0%	?	132%[activator]
CN(C)C(=O)Oc1cccc([N+](C)(C)C)c1	?	2%&-1%	5%&7%	-38&64	2%&-3%&9%	-1%[8.37 µM]	-22%&-24%
N#Cc1cnn2cc(-c3ncc(C(F)(F)F)cc3Cl)cnc12	6%	-3%	5%	56	-6%	-13%	0%
C=CCn1c(SCC(=O)NCC(=O)OCC)nnc1-c1ccccn1	-13%	1%	-3%	15	-1%	9%	-8%
CCc1ccccc1NS(=O)(=O)Cc1ccccc1	-10%	0%	14%	-16	-5%	12%	-22%
O=C1c2ccccc2C(=O)C1(c1ccccc1)N1CCN(c2cccc(C(F)(F)F)c2)CC1	18%	.	.	-20	-4%	.	.
CCc1ccc(NC(=O)c2ccc3c(c2)C(=O)N(Cc2ccco2)C3=O)cc1	?	4%	2%	-25	-2%	0%	-35%
CC1CCN(C(=O)COC(=O)/C=C/c2ccc(Br)o2)CC1	5%	.	-7%	35	-27%	-1%	2%
COc1cc(Nc2ncnc3onc(-c4ccc(Cl)cc4)c23)cc(OC)c1	0%	.	.	-22	3%	.	.

(continued)
SMILES	AmpC inh detg	LmPK inh	AMA1-RON2 inh	HCMV inh	TbPYK inhibitor	HCV inhibitor	AmpC inh no detg
Cc1ccc2nc(-c3c[nH]c4ccccc34)c(Nc3ccccc3C)n2c1	21%	.	.	3	4%	.	.
Cc1ccc(CSCC(N)C(=O)O)cc1 (stereo not drawn)	-12%	-1%	.	8	.	8%	-15%
COc1cccc(/C=C2/SC(=S)N(CCC(=O)N3CCOCC3)C2=O)c1	-6%	-2%	3%	-4	2%	?	24%
COc1ccc(NC(=O)COCC(=O)Nc2ccc(C)cc2)cc1	?	-16%	15%	-19	-2%	21%	0%
CCn1cc(C(=O)NCc2ccccc2Cl)c(=O)c2cc(S(=O)(=O)N3CCCCCC3)ccc21	2%	.	.	30	1%	.	.
OCCCn1c(C2CCCN2c2nc(-c3ccc(F)cc3)cs2)nc2cc(Cl)c(Cl)cc21 (stereo not drawn)	.	.	8%	-4	-17%	?	.
O=c1cc(C2CCNCC2)[nH][nH]1	?	5%	-5%	8	-1%	8%	-13%
Cc1ccc(C)c(S(=O)(=O)N2CCN(C(=O)Cc3c(F)cccc3Cl)CC2)c1	-17%	.	?	?	7%	-23%	16%
O=C(NCc1ccccn1)Nc1cccc(Cl)c1Cl	2%	-9%	16%	48	6%	-23%	6%
CC(OC(=O)Cn1cnc2c1c(=O)n(C)c(=O)n2C)C(=O)c1ccccc1 (stereo not drawn)	-6%	.	19%	.	-5%	.	-14%
CC(=O)N1Cc2ccccc2CC1C(=O)O (stereo not drawn)	2%	6%	3%	62	?	12%	-15%
CC(=O)c1ccc(C(=O)NC2CCCN(Cc3ccccc3F)C2)cc1 (stereo not drawn)	-12%	1%	17%	-3	4%	1%	-5%
O=C(O)c1ccc(OCc2occc2C(=O)O)cc1	-1%	1%	-36%	-1	3%	-18%	.
O=C(OCC(=O)N1CCCC1)c1cc(=O)c2ccccc2o1	.	.	-1%	-12	-4%	9%	-10%
CCN(CC)S(=O)(=O)c1ccc(Cl)c(NC(=O)COc2ccccc2[N+](=O)[O-])c1	?	3%	26%	-17	-2%	?	-31%
COc1cccc(C(=O)NC2CC3CCCC(C2)N3S(=O)(=O)c2ccccc2)c1 (stereo not drawn)	0%	2%	1%	-22	-3%	-27%	-21%
Cc1ccccc1Nc1nn2c(=O)c3ccccc3nc2s1	?	10%	0%	29	-6%	-9%	-30%
